ROC1-CUL1 inh = inhibitors of human ROC1-CUL1 ubiquitin ligase activity; E3 ubiquitin-protein ligase RBX1 (Homo sapiens) + Cullin-1 (Homo sapiens), P62877+Q13616; in vitro K48 di-Ub FRET, acceptor:donor ratio, 45 min; inhibition, % at 10 µM; 0.6% of 140,000 active; AID 1347404, 2020; in the data active means inhibition above about 25%
Target sequence (P62877 whole entry, looked up): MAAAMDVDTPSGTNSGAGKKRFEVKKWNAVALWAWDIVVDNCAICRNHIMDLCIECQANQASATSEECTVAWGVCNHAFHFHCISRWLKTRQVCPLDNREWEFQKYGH
Target sequence (Q13616 whole entry, looked up): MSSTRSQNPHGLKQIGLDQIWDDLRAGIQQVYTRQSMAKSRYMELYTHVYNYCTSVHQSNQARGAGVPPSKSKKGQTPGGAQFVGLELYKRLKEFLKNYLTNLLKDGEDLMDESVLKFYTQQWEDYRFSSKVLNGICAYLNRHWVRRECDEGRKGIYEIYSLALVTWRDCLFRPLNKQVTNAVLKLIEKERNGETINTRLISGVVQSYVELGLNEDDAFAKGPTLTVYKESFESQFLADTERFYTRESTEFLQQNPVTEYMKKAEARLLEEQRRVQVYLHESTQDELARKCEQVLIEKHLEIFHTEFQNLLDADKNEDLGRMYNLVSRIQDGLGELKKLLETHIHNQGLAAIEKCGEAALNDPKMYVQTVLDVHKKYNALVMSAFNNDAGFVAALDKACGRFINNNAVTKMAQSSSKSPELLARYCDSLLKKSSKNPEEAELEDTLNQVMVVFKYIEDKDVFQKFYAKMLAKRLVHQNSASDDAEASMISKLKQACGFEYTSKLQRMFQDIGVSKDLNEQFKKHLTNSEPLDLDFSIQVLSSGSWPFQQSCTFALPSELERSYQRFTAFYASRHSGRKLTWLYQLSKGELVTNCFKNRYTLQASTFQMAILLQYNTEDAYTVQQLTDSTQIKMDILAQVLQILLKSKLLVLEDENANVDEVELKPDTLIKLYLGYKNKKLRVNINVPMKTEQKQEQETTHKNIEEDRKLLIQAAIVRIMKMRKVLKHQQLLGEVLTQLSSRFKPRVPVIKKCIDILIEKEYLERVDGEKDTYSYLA
An asterisk follows results filed as active. Only part of the results is shown. The share of hits here may be higher or lower than overall.

For COc1ccccc1NC(=O)C1C(C)=Nc2nc(SCc3ccccc3)nn2C1c1cccnc1 (stereo unspecified) the results were ROC1-CUL1 inh -5.
`O=C1N=C2SC3C(=O)N(c4ccc(Br)cc4)C(=O)C3C(c3ccccc3)C2S1` (stereo unspecified) gave ROC1-CUL1 inh -1.
`CC(C)(C)OC(=O)N1CCC(c2c(C(=O)NCc3ccccc3)cnn2-c2ccccc2)CC1` gave ROC1-CUL1 inh 1.
For Cc1ccc(NC(=O)N2CCN(c3ncccn3)CC2)cc1C the results were ROC1-CUL1 inh 5.
Cc1cc(C)c2oc(-c3cccc(NC(=O)c4cccc(F)c4)c3C)nc2c1 was read as ROC1-CUL1 inh 7.
`O=C(Cn1nnnc1CN1CCc2ccccc2C1)NCCc1ccncc1` gave ROC1-CUL1 inh -8.
COc1ccccc1CNC(=O)Cn1c(=O)oc2cc(S(=O)(=O)NCc3ccccc3)ccc21 was read as ROC1-CUL1 inh -2.
Screening O=C(NCCc1ccccc1)c1ccccc1NC(=O)C1CCCCC1C(=O)O (stereo unspecified) returned ROC1-CUL1 inh 0.
`CCn1cc(CNC(=O)C2C3CCC(C3)C2C(=O)O)cn1` (stereo unspecified) gave ROC1-CUL1 inh 6.
Screening c1csc(-c2cccc3c(-c4cccs4)cccc23)c1 returned ROC1-CUL1 inh -6.
`CCc1cccc(CC)c1NC(=O)COC(C)C` gave ROC1-CUL1 inh 0.
COc1ccc(NC(=O)Cn2nc(-c3ccccc3)c3cnc4ccc(C)cc4c32)cc1 was read as ROC1-CUL1 inh -5.
`CCc1ccc(S(=O)(=O)NCC(=O)O)cc1` gave ROC1-CUL1 inh 7.
For NC(=O)C1CCN(c2nc(-c3ccc(Br)cc3)cs2)CC1 the results were ROC1-CUL1 inh -8.
Screening CC(=O)Nc1ccccc1OCc1ccccc1 returned ROC1-CUL1 inh 1.
For COc1ccc(C(C)N(C)C(=O)CC2(c3cccc(C(F)(F)F)c3)CC(=O)N(C3CC3)C2=O)cc1 (stereo unspecified) the results were ROC1-CUL1 inh -1.
Screening COC(=O)c1ccc(NC(=O)CC2C(=O)N(c3cccc(OC)c3)C(=O)N2Cc2ccco2)cc1 (stereo unspecified) returned ROC1-CUL1 inh 0.
Screening CCOc1ccc(NC(=O)C2CCN(S(=O)(=O)c3c(C)noc3/C=C/c3cccs3)CC2)cc1 returned ROC1-CUL1 inh -6.
`c1ccc2c(CNCCc3c[nH]c4ccccc34)c3ccccc3cc2c1` gave ROC1-CUL1 inh 0.
Screening COc1ccc(CCNC(=O)c2cc3c(=O)[nH]c4ccc(C)cc4c3s2)cc1OC returned ROC1-CUL1 inh -7.
`CCOc1cc(/C=C2/C(=O)N(c3ccccc3)N=C2C)ccc1OCCOc1ccc(OC)cc1` gave ROC1-CUL1 inh 3.
`COc1ccc(-c2nc(SCC(=O)NCc3ccccc3Cl)n[nH]2)cc1` gave ROC1-CUL1 inh -1.
CN(C)c1ccc(CNC(=O)Cn2c(=O)oc3cc(S(=O)(=O)NCc4ccccc4)ccc32)cc1 was read as ROC1-CUL1 inh 7.
`CC(C(=O)NCc1ccccc1)N1Cc2ccccc2C1=O` (stereo unspecified) gave ROC1-CUL1 inh 0.
`Cc1ccc(-c2nc3nc(C)cc(N4CCN(c5cc(Cl)ccc5C)CC4)n3n2)cc1` gave ROC1-CUL1 inh -7.
COc1cccc(CC2=NOC(C(=O)NCc3ccc(C(F)(F)F)cc3F)C2)c1 (stereo unspecified) was read as ROC1-CUL1 inh 6.
O=c1c2c(nc(SCc3ccccc3)n1CC1CCCC1)-c1ccccc1CC21CCCC1 was read as ROC1-CUL1 inh 3.
`Cc1cc(OCC(=O)NC2CCCCC2C)cc(C)c1Cl` (stereo unspecified) gave ROC1-CUL1 inh -1.
Screening COc1ccc(-c2nc3scc(CCNS(=O)(=O)c4ccc(NC(C)=O)cc4)n3n2)cc1 returned ROC1-CUL1 inh -8.
Screening CC(C)C(NC(=O)C(c1ccccc1)C(C)C)c1ccccc1 (stereo unspecified) returned ROC1-CUL1 inh 8.
`CC(C)Cn1c(=O)c2sccc2n2c(CCCC(=O)N3CCN(c4ccc(F)cc4)CC3)nnc12` gave ROC1-CUL1 inh 0.
Screening COc1ccc(Cl)cc1CSc1ncn[nH]1 returned ROC1-CUL1 inh -7.
For CCNC(=O)c1cn(CC(C)C)cc(C(=O)NCc2ccc(OC)cc2)c1=O the results were ROC1-CUL1 inh 2.
Screening Cc1cccc(OC2=C(Cl)C(=O)N(c3ccccc3C)C2=O)c1 returned ROC1-CUL1 inh -6.
For CC(C)(C)c1ccc(C(=O)N(Cc2cccs2)C2CCS(=O)(=O)C2)cc1 (stereo unspecified) the results were ROC1-CUL1 inh 1.
For Cc1sc(-c2sc(C)c(C)c2Br)c(Br)c1C the results were ROC1-CUL1 inh -1.
For Cc1noc(C)c1CCCNC(=O)C1CCC(=O)N(CCc2ccccc2)C1 (stereo unspecified) the results were ROC1-CUL1 inh 8.
Screening O=C(c1ccc2n[nH]nc2c1)N1CCOC(CCCc2ccccc2)C1 (stereo unspecified) returned ROC1-CUL1 inh -4.
For CC(Oc1ccccc1F)C(=O)Nc1ccc2ccccc2c1 (stereo unspecified) the results were ROC1-CUL1 inh 0.
Cc1ccccc1CC(C1CCN(C(=O)c2ccc(N(C)C)cc2)CC1)N(C)C(=O)Cn1cccn1 (stereo unspecified) was read as ROC1-CUL1 inh 2.
For CCC1=Nc2cc(C(=O)N3CCC(C)CC3)ccc2Sc2ccc(C)cc21 the results were ROC1-CUL1 inh 3.
For Cc1nc2ccnc(Cl)c2nc1C the results were ROC1-CUL1 inh 14.
Screening C=CCN1C(=O)C(=O)C(C(=O)c2ccccc2)C1c1ccccc1Cl (stereo unspecified) returned ROC1-CUL1 inh 3.
Cc1ccc(C)c(N2CCN(S(=O)(=O)c3ccc(C4CCCCC4)cc3)CC2)c1 was read as ROC1-CUL1 inh -4.
COc1ccc(C(=O)N=C(Cc2ccc3c(c2)OCO3)C(=O)Nc2ccc3ccccc3c2)cc1 was read as ROC1-CUL1 inh 1.
For Cc1cccc(C(=O)NCC(C)C)c1 the results were ROC1-CUL1 inh 6.
O=C(Nc1ccc(C(=O)N2CCOCC2)cc1)c1cc(-c2ccc(Cl)cc2)nc2ccc(Br)cc12 was read as ROC1-CUL1 inh -10.
CCOC(=O)C(C=Nc1ccc2c3ccccc3n(CC)c2c1)C(=O)OCC was read as ROC1-CUL1 inh -5.
For Nc1c(Cl)cc(Br)cc1C(=O)O the results were ROC1-CUL1 inh 1.
For COc1c(Cl)cc(Cl)cc1C1c2c(cc(C)oc2=O)OC(=N)C1C#N (stereo unspecified) the results were ROC1-CUL1 inh 15.
`CCSC1=N/C(=C\c2c(C)nn(-c3ccccc3)c2Cl)C(=O)S1` gave ROC1-CUL1 inh 5.
`N#Cc1cc2c(nc1Cl)CCCC2` gave ROC1-CUL1 inh 0.
For CC(C)(C)c1ccc(C(=O)N(Cc2ccc(F)cc2)Cc2ccco2)cc1 the results were ROC1-CUL1 inh 2.
For Cc1ccc(Cl)cc1NC(=O)NCc1cccn1Cc1ccc(F)cc1 the results were ROC1-CUL1 inh 2.
`CCOC(=O)c1ccc(NC(=O)c2ccc(-c3cccc(Cl)c3C)o2)cc1` gave ROC1-CUL1 inh 2.
N#CC1C(=N)OC2=C(C(=O)CCC2)C1c1ccc(-c2c(Cl)cc(Cl)cc2Cl)s1 (stereo unspecified) was read as ROC1-CUL1 inh -1.
`Cc1cc(C)nc(NS(=O)(=O)c2ccc(NC(=O)COc3ccc(Cl)cc3C)cc2)n1` gave ROC1-CUL1 inh 3.
Screening COc1ccc(C)cc1NC(=O)Nc1cccc(C)c1 returned ROC1-CUL1 inh 3.
Screening O=C1CCCN1CCC(=O)N1CCC2(CCCN(Cc3ccc(F)cc3)C2)C1 (stereo unspecified) returned ROC1-CUL1 inh 6.
For COc1cc(C(=O)Nc2cccc(SC)c2)cc(OC)c1OC the results were ROC1-CUL1 inh 0.
Screening Cc1occc1C(=O)N(C)C(Cc1ccccc1)C1CCN(C(=O)/C=C/c2ccccc2)CC1 (stereo unspecified) returned ROC1-CUL1 inh 5.
CCOC(=O)N1CCC(NC(=O)C2CC23CCN(C(=O)Cc2cccc(C(F)(F)F)c2)CC3)CC1 (stereo unspecified) was read as ROC1-CUL1 inh 4.
For CCOC(=O)Oc1ccc2c(C)c(CC(C)OC(=O)OCC)c(=O)oc2c1 (stereo unspecified) the results were ROC1-CUL1 inh 4.
O=C(Cc1cccc(F)c1F)N1CCC(C2(c3cccnc3)NC(=O)N(CC3CCCO3)C2=O)CC1 (stereo unspecified) was read as ROC1-CUL1 inh 7.
COc1ccc(C2c3c(n[nH]c3-c3ccc(C)cc3)OC(=N)C2C#N)cc1COc1ccccc1Cl (stereo unspecified) was read as ROC1-CUL1 inh 1.
For CCOC(=O)c1cccc(NC(=O)C2CCN(C(C)=O)CC2)c1 the results were ROC1-CUL1 inh 5.
For COC(=O)c1ccccc1NC(=O)C(C)Sc1nc(-c2ccccc2)cc(C(F)(F)F)n1 (stereo unspecified) the results were ROC1-CUL1 inh 3.
CN1CCN(C2=Cc3ccc(Cl)cc3Sc3ccc(F)cc32)CC1 was read as ROC1-CUL1 inh 1.
CC(=O)Nc1ccc(N=Cc2ccc(I)cc2)cc1 was read as ROC1-CUL1 inh 6.
C=CCOc1ccc(Br)cc1CNC(C)(C)CO was read as ROC1-CUL1 inh 8.
Screening CC12CCC(C(=O)N3CCN(Cc4ccccc4)CC3)(OC1=O)C2(C)C (stereo unspecified) returned ROC1-CUL1 inh 4.
`COc1cc(/C=C2\SC(=O)N(CC(=O)Nc3c(C)cccc3C)C2=O)c(Br)cc1O` gave ROC1-CUL1 inh -5.

Ordered by formula weight (smallest number first): part of the list above
Screening CC12CCC(C(=O)N3CCN(Cc4ccccc4)CC3)(OC1=O)C2(C)C (stereo unspecified) returned ROC1-CUL1 inh 4.
CC(=O)Nc1ccc(N=Cc2ccc(I)cc2)cc1 was read as ROC1-CUL1 inh 6.
For CCOC(=O)Oc1ccc2c(C)c(CC(C)OC(=O)OCC)c(=O)oc2c1 (stereo unspecified) the results were ROC1-CUL1 inh 4.
Screening Cc1occc1C(=O)N(C)C(Cc1ccccc1)C1CCN(C(=O)/C=C/c2ccccc2)CC1 (stereo unspecified) returned ROC1-CUL1 inh 5.
`COc1cc(/C=C2\SC(=O)N(CC(=O)Nc3c(C)cccc3C)C2=O)c(Br)cc1O` gave ROC1-CUL1 inh -5.

(further entries)
For Cc1ccc2c(c1)sc1nc(=O)n(-c3ccc(Cl)c(Cl)c3)c(=O)n12 the results were ROC1-CUL1 inh 10.
COc1ccc(C(=O)Nc2ccc3nc(SCC(=O)Nc4ccccc4Cl)sc3c2)cc1 was read as ROC1-CUL1 inh -3.
Screening Cc1nccn1-c1ccc(NC(=O)C2CCCN2Cc2c[nH]c3ccccc23)cc1 (stereo unspecified) returned ROC1-CUL1 inh 0.
For Cc1ccc(OC(C)C(=O)Nc2ccccn2)c(C)c1 (stereo unspecified) the results were ROC1-CUL1 inh -2.
Screening CCOC(=O)C1(CC2CCCCO2)CCN(C(=O)c2cc3ccccc3o2)CC1 (stereo unspecified) returned ROC1-CUL1 inh -4.
`COc1ccc(N2CC3=C(C2=O)C(c2ccc(Br)cc2)NC(=O)N3C)cc1` (stereo unspecified) gave ROC1-CUL1 inh -7.
For CCOC(=O)c1ccc(N2C(=O)c3n[nH]c(C)c3C2c2ccc(C(C)(C)C)cc2)cc1 (stereo unspecified) the results were ROC1-CUL1 inh -2.
For Cc1cc(C)cc(Oc2coc3cc(OC(=O)c4cccnc4)ccc3c2=O)c1 the results were ROC1-CUL1 inh 0.
For Nc1nnc(SCCOc2ccccc2)s1 the results were ROC1-CUL1 inh 1.
Screening Cc1ccc(Cn2cc(CCC(=O)NC3CCCCC3)c3ccccc32)cc1 returned ROC1-CUL1 inh 4.
`S=c1[nH]nc(-c2cc3ccccc3o2)n1Cc1ccccc1` gave ROC1-CUL1 inh 3.
COc1ccc(N(C(=O)COc2ccccc2OC)S(=O)(=O)c2ccc(Cl)cc2)cc1 was read as ROC1-CUL1 inh -2.

Continued, starting with the last 4 of the part before.
For Nc1nnc(SCCOc2ccccc2)s1 the results were ROC1-CUL1 inh 1.
Screening Cc1ccc(Cn2cc(CCC(=O)NC3CCCCC3)c3ccccc32)cc1 returned ROC1-CUL1 inh 4.
`S=c1[nH]nc(-c2cc3ccccc3o2)n1Cc1ccccc1` gave ROC1-CUL1 inh 3.
COc1ccc(N(C(=O)COc2ccccc2OC)S(=O)(=O)c2ccc(Cl)cc2)cc1 was read as ROC1-CUL1 inh -2.
COc1ccc(OC)c(Nc2nc3ccccc3n3c(C)nnc23)c1 was read as ROC1-CUL1 inh -4.
`COc1ccc(-n2c(SCC(=O)c3ccccc3)nc3c([nH]c4ccccc43)c2=O)cc1` gave ROC1-CUL1 inh -4.
For COc1ccc(CN(CCC(c2ccc3c(c2)OCO3)c2ccccc2OC)C(C)=O)cc1 (stereo unspecified) the results were ROC1-CUL1 inh 15.
For CCCc1c(C(=O)NCC2CCCO2)nnn1-c1ccc(C)cc1 (stereo unspecified) the results were ROC1-CUL1 inh -3.
For N#C/C(=N\O)c1nc2ccccc2[nH]1 the results were ROC1-CUL1 inh 2.
Screening O=C(NCCC1=CCCCC1)c1ccc2c(c1)N(Cc1cccc(Cl)c1)C(=O)c1ccccc1S2=O (stereo unspecified) returned ROC1-CUL1 inh -3.
Screening Cc1noc(/C=C/c2ccccc2F)c1S(=O)(=O)N1CCC(C(=O)N(C)Cc2ccco2)CC1 returned ROC1-CUL1 inh 0.
Screening O=C(NCc1ccccc1)c1ccccc1NC(=O)C1CC=CCC1C(=O)O (stereo unspecified) returned ROC1-CUL1 inh 8.

Compound activity (PubChem BioAssay)
